# FLuc counter: inhibits or activates purified firefly luciferase, miR-21 counter-screen. Potency, µM (doses to about 57.5 µM), for the others: at the highest dose activity change, negative = inhibition, hits mostly inhibitors. P08659. actives 6.9% (n = 360,000). purified FLuc, Km substrates, luminescence inhibition. AID 588342;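 further: plate controls were vehicle for no effect and reference inhibitor for full effect; nearly all actives have a fitted effect of over 55% in size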
#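 Purified P. pyralis luciferase, 10 nM final, with Km-level 10 uM D-luciferin and 10 uM ATP in 50 mM Tris acetate pH 7.5, 10 mM Mg acetate, 0.01% Tween-20, 0.05% BSA; 6-point qHTS titration about 60 µM downward; luminescence read.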
# uPA surface inh: blocks generation of uPA at the cell surface | cell surface uPA generation assay, qHTS | Potency, µM (top dose mostly 38.3 µM), inactives show top-dose activity change, negative = inhibition, most hits filed as inhibitors | actives 0.31% (n = 330,000) | AID 540303; active means well fitted inhibition curve with a large enough effect; inconclusive means small, poorly fitted or top-dose-only effect; inactive means no such curve, though single readings can be large or run the other way; tested in mouse RAW 264.7 cells; further: on the % scale 0 is the no-effect control and ±100 the full control effect; nearly all actives have a fitted effect of over 55% in size
# MBNL1-CUG inh: inhibitors of human MBNL1 binding to CUG repeat RNA | Q9NR56 | TR-FRET MBNL1-His/biotin-(CUG)12 binding, 665/545 ratio | AID 2675 | actives 0.036% (n = 280,000) | Potency, µM (titrated, usually from 57.5 µM), for inactives: top-dose activity change, negative = inhibition, actives largely listed as inhibitors; active means well fitted inhibition curve with a large enough effect in the signal ratio, with a control signal flat, not every such curve was filed as active; inconclusive means small, poorly fitted or top-dose-only effect, or effect the other way, or a change in a side signal; inactive means no such curve, though single readings can be large or run the other way; the % refers to the signal ratio; further: on the % scale 0 is the no-effect control and ±100 the full control effect
# Target sequence (Q9NR56 whole entry, looked up): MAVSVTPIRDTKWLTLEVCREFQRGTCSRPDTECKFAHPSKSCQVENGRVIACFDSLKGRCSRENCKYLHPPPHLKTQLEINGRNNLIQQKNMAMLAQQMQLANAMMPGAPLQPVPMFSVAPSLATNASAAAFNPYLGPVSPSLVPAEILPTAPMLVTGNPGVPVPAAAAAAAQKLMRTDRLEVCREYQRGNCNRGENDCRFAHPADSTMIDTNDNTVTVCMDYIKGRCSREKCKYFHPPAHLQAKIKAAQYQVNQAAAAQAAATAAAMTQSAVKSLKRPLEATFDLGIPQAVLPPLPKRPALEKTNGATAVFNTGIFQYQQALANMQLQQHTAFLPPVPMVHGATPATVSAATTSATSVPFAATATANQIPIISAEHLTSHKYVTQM
#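 MBNL1-His + Biotin-(CUG)12, cpd titration 92 nM–58 uM; Tb anti-His Ab 0.055 ng/ul, SA-XL665 5 nM (final); 60 min RT; ratiometric 665/545 nm, Ex 340 nm; normalized to buffer and full-complex controls.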
# RORg inh: blocks mouse ROR gamma transcriptional activity; P51450; Potency, µM (top dose mostly 53.6 µM), for inactives: at the highest dose activity change, negative = inhibition, hits mostly inhibitors; actives 5.4% (n = 310,000); Drosophila S2 Gal4-RORgamma UAS-luciferase reporter, 20 h; further: on the % scale 0 is the no-effect control and ±100 the full control effect; nearly all actives have a fitted effect of over 60% in size
# Target sequence (P51450 whole entry, looked up, the tested form may be a part): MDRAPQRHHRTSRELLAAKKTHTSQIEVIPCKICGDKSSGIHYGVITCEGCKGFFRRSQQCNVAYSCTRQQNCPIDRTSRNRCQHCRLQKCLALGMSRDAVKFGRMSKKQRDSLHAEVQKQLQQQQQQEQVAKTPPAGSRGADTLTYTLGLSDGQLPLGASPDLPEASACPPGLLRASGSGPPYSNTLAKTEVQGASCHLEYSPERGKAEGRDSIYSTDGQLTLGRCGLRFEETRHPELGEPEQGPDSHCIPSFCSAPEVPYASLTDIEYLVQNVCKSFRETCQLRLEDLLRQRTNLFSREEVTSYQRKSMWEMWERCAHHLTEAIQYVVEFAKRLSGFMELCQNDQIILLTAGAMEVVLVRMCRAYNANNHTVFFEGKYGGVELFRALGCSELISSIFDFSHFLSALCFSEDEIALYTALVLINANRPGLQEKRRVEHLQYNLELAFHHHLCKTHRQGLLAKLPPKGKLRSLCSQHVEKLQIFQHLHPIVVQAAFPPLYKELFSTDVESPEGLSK
#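 Drosophila Schneider cells stably carrying a metallothionein-driven Gal4 DBD–ROR gamma fusion and a UAS-Photinus luciferase reporter were exposed to compound for 1 hr, then induced with copper sulfate (700 uM final) for 20 hr at ambient temperature before luminescence reading.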
# VP16 counter: counter-screen for ROR gamma inhibitors: Gal4-VP16 reporter. Drosophila S2 Gal4-VP16 UAS-luciferase, luminescence, 20 h. Potency, µM (highest dose often 53.6 µM), inactives show at the highest dose activity, negative = inhibition, usual class: inhibitors. actives 3.5% (n = 310,000);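 further: Gal4-VP16 expression switched on by copper sulfate through the metallothionein promoter; on the % scale 0 is the no-effect control and ±100 the full control effect; nearly all actives have a fitted effect of over 50% in size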
# NPC1 promoter act: activates the NPC1 promoter | Huh7 NPC1 promoter luciferase reporter, 24 h | Potency, µM (titrated, usually from 9.22 µM), for inactives: at the top dose activation, actives largely listed as activators | actives 2.4% (n = 320,000) | AID 485313;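 further: % of control where 0% means no effect; nearly all actives have a fitted effect of over 60% in size; reporter is driven by a mutant NPC1 promoter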
#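 Luminescence from an NPC1 promoter-driven luciferase reporter in stably transfected Huh7 cells was measured after 24 h compound treatment at 37 °C, followed by 10 min ambient incubation with luciferase detection reagent.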
# BRCA1 expr act: increases BRCA1 expression. actives 1.1% (n = 380,000). MCF7-BRCA1-FFLuc reporter, luminescence, 48 h; response scale: scaled: vehicle 0%, 10 µM genistein 100%. Potency, µM (series often up to 46.1 µM), without a hit: top-dose activation, usual class: activators; further: nearly all actives have a fitted effect of over 80% in size; some results filed as inactive show a strong effect at the top dose
#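 Cells: MCF7-BRCA1-FFLuc, 2000/well. Exposure: 48 h, 37 °C, 5% CO2. Read: luminescence, 15 min post-substrate. Controls: genistein 10 microM (maximal activation), DMSO (neutral).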
# ELG1 genotox: inducers of genotoxicity in HEK293T ELG1-luciferase cells. Potency, µM (top dose mostly 46 µM), inactives show top-dose activity change, positive = activation, actives largely listed as activators. AID 504466. actives 1.3% (n = 330,000). HEK293T ELG1-luciferase reporter, luminescence, 16 h; further: % of control where 0% means no effect; nearly all actives have a fitted effect of over 60% in size
#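 Quantitative HTS format in 1536-well plates. HEK293T ELG1-luciferase reporter cells receive test compound and are incubated 16 hr at 37 °C, 5% CO2; ONE-Glo added, 30 min room temperature, then luminescence read.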
# CXXC DNA block: MLL CXXC-DNA interaction inhibition; Q03164; MLL-CXXC / FITC-HOXA9 DNA fluorescence polarization; Potency, µM (top dose mostly 115 µM), inactives show at the highest dose activity change, negative = inhibition, usual class: inhibitors; actives 0.037% (n = 290,000); AID 2662; active means well fitted inhibition curve with a large enough effect in the polarisation, with a control signal flat, not every such curve was filed as active; inconclusive means small, poorly fitted or top-dose-only effect, or effect the other way, or a change in a side signal; inactive means no such curve, though single readings can be large or run the other way; the % refers to the polarisation
#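 Purified MLL-CXXC (added from a 7 uM solution) was preincubated 5 min at ambient with pinned compounds in 50 mM Tris-HCl pH 7.5, 50 mM NaCl, 1 mM DTT, 0.05% BSA. Fluorescein-labeled HOX-A9 DNA (50 nM solution) followed, 30 min, then polarization read.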
# p53 reactivation: re-activators of mutant p53; actives 0.063% (n = 320,000); Potency, µM (doses to about 92.2 µM), inactives show top-dose activity change, positive = activation, most hits filed as activators; H1299 p53-A138V BP100-luciferase reporter, luminescence, 24 h; further: % of control where 0% means no effect; nearly all actives have a fitted effect of over 45% in size
#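 H1299 (p53-null), stable ts p53-A138V + BP100-Luc; 1000 cells/well, Opti-MEM/10% FBS; cpd 4 pt, 1:5; 24 h, 37 deg C, 5% CO2; detection reagent 10 min RT; luminescence.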
# Rab9 prom act: activators of Rab9 promoter; Huh7 Rab9 promoter-luciferase reporter, luminescence, 24 h; Potency, µM (titrated, usually from 9.22 µM), for the others: at the highest dose activation, negative = inhibition, actives largely listed as activators; actives 2.8% (n = 320,000); further: % of control where 0% means no effect; nearly all actives have a fitted effect of over 60% in size
#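 Cell-based reporter: Huh7 stable for Rab9 promoter-driven luciferase, plated in reduced-serum medium with 10% FBS at 1500 cells/well, compound-treated 24 h at 37 °C, luminescence read after 10 min reagent.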
# * = called active by the depositor; u = inconclusive; x = not tested or not shown; [ ] = another dose, or the depositor's remark. Unless noted, the call rests on the fitted dose curve; in most records, active means well fitted curve in the direction sought with a large enough effect; inconclusive means small, poorly fitted or top-dose-only effect, or another doubt; inactive means no such curve, though single readings can be large; an effect the other way counts as inactive or inconclusive. Potency means the concentration at half of the fitted maximal effect. This is a subset; rates above refer to the full screens.
SMILES,FLuc counter,uPA surface inh,MBNL1-CUG inh,RORg inh,VP16 counter,NPC1 promoter act,BRCA1 expr act,ELG1 genotox,CXXC DNA block,p53 reactivation,Rab9 prom act
O=C(CCC(=O)Nc1nnc(C2CCCCC2)s1)Nc1ccc(F)cc1,5%,0%,2%,-15%,u,-3%,2%,2%,-4%,7%,6%
CCN(CC)S(=O)(=O)c1ccc(NC2c3ccccc3C(=O)N2CCN2CCOCC2)cc1 (configuration not stated),0%,-3%,u,-23%,-1%,-3%,-21%,4%,-4%,-4%,-6%
N#C/C(C(=O)N1CCCCC1)=C1\Nc2ccccc2S1,11µM*,-3%,3%,1%[0.365 µM],x,u,8.9µM*,u,8%,u,2.8µM*
Oc1ccc(Br)cc1C1Nc2ccccc2S1 (configuration not stated),u,-2%,u,-14%,-10%,17%,-17%,u,5%,21%,u
Cc1ccc(NC(=O)CSc2ncc(-c3ccccc3)n2C(=O)c2ccccc2)cc1,-9%,-5%,-17%,23%,-5%,18%,45%,12%,93%[activator],5%,19%
Cc1c(C(=O)N2CCN(c3ncccn3)CC2)oc2c(Cl)cccc12,2%,-1%,x,x,x,-6%,-20%,-2%,x,-8%,-11%
O=C1CSC(=S)N1c1cccc(F)c1,-7%,u,7%,-27%,10%,-3%,-20%,-1%,-8%,2%,2%
COc1ccc(N2Cc3ccccc3C2=NC(=O)c2ccc(C)cc2)cc1OC,-4%,-1%,17%,13%,2%,-4%,3%,6%,10%,23%,7%
O=C(C1CCC1)N1CCc2cc(S(=O)(=O)N3CCCCC3)ccc21,4%,-1%,2%,13%,9%,-3%,2%,u,4%,-5%,-4%
CC(C)(C)OC(=O)NCCC(=O)N/N=C/c1ccc2ncccc2c1,u,0%,u,-1%,-4%,-2%,18%,0%,14%,3%,18%
CN(C)C(=O)c1cc(C(=O)c2ccc(C(F)(F)F)cc2F)c[nH]1,u,5%,-5%,34%,4%,28%,29%,5%,2%,21%,29%
CCn1c(CNC(=O)Cc2ccc(OC)cc2)nnc1SCC(=O)c1ccccc1,-13%,5%,-7%,-10%,26%,0%,4%,-2%,28%,17%,-3%
O=C1CCc2cc(S(=O)(=O)NC(Cc3ccccc3)C(=O)NCCC3=CCCCC3)ccc2N1 (configuration not stated),1%,3%,5%,-4%,-2%,-2%,-45%,-5%,-7%,0%,2%
CCOc1ccc(C(CCc2ccccc2)NC(=O)c2ccccc2OC)cc1OCC (configuration not stated),8%,x,-2%,7.9µM*,u,-1%,-30%,-6%,-1%,0%,-5%
Cc1cccc(C(=O)NNC(=O)C2CC2)c1,3%,9%,-7%,-2%,-1%,-5%,-5%,4%,10%,10%,17%
Cc1ccc(OCc2n[nH]c(=S)n2-c2ccc(Br)cc2)cc1,-1%,11%,u,2.2µM*,5.6µM*,-2%,18%,-3%,-5%,x,-1%
CC(C)Sc1nnc([C@@H]2CCCN2C(=O)OC(C)(C)C)o1,3%,-3%,4%,13%,-8%,1%,2%,2%,4%,-1%,3%
COc1ccc(CNC(=O)c2cccc(NC(=O)c3ccccc3)c2)cc1,u,9%,0%,6%,-11%,-2%,2%,-10%,-6%,-4%,-4%
O=C(Nc1ccccc1-c1nnn(CC(=O)N2CCOCC2)n1)c1ccc(F)cc1,7%,-3%,5%,-10%,-5%,-3%,16%,-4%,2%,5%,-3%
Cc1nnc(SCC(=O)Nc2cccnc2Cl)s1,7%,-4%,x,x,x,0%,12%,-1%,x,4%,-1%
CCN(CC)S(=O)(=O)c1ccc2c(c1)oc(=O)n2CC(=O)NC1CCCCC1,1%,4%,-1%,-7%,-17%,-5%,-21%,0%,-4%,3%,-4%
CCCC(=O)NCc1ccccc1Cl,-3%,-5%,1%,-3%,7%,-2%,22%,1%,13%,-4%,-6%
COc1ccccc1CNC(=O)[C@H](C)NC(=O)C1CCN(C(=O)[C@@H]2CCCN2C(=O)OC(C)(C)C)CC1,-5%,5%,0%,25%,-1%,1%,8%,-1%,-2%,10%,-1%
O=S(=O)(Nc1nc2ccccc2nc1NCc1ccco1)c1ccc(Cl)cc1,3%,-5%,8%,-37%,11µM*,1%,-40%,-7%,-18%,-7%,-8%
Cc1ccc(S(=O)(=O)N(C)c2ccc(C(=O)NCC(c3ccco3)N(C)C)cc2)cc1 (configuration not stated),2%,-14%,x,x,x,0%,-3%,-2%,x,6%,-2%
CCCCCCOC(=O)C(C#N)c1nc2ccccc2nc1N1CCN(CC)CC1 (configuration not stated),1%,-10%,u,10µM*,u,-2%,-42%,-3%,12%,-6%,8%
CC(C)=C1C2C=CC1C(C(=O)Nc1cc(C)ccc1C)C2C(=O)O (configuration not stated),1%,-6%,-12%,1%,-1%,2%,6%,2%,4%,4%,1%
Cn1cc(S(=O)(=O)NC2CCCCC2)c(=O)n(C)c1=O,-1%,3%,x,x,x,1%,7%,-4%,x,3%,-3%
CCc1cc2c(-n3nc(C)cc3C)ncnc2s1,u,x,u,u,2%,-1%,0%,-2%,-6%,4%,0%
CCOC(=O)c1sc(C)c(C(N)=O)c1NC1=NCCCCC1,u,x,u,6%,-5%,0%,10%,-1%,15%,-1%,8%

# Six neighbouring entries from above, for reference:
SMILES,FLuc counter,uPA surface inh,MBNL1-CUG inh,RORg inh,VP16 counter,NPC1 promoter act,BRCA1 expr act,ELG1 genotox,CXXC DNA block,p53 reactivation,Rab9 prom act
O=C(Nc1ccccc1-c1nnn(CC(=O)N2CCOCC2)n1)c1ccc(F)cc1,7%,-3%,5%,-10%,-5%,-3%,16%,-4%,2%,5%,-3%
Cc1nnc(SCC(=O)Nc2cccnc2Cl)s1,7%,-4%,x,x,x,0%,12%,-1%,x,4%,-1%
CCN(CC)S(=O)(=O)c1ccc2c(c1)oc(=O)n2CC(=O)NC1CCCCC1,1%,4%,-1%,-7%,-17%,-5%,-21%,0%,-4%,3%,-4%
CCCC(=O)NCc1ccccc1Cl,-3%,-5%,1%,-3%,7%,-2%,22%,1%,13%,-4%,-6%
COc1ccccc1CNC(=O)[C@H](C)NC(=O)C1CCN(C(=O)[C@@H]2CCCN2C(=O)OC(C)(C)C)CC1,-5%,5%,0%,25%,-1%,1%,8%,-1%,-2%,10%,-1%
O=S(=O)(Nc1nc2ccccc2nc1NCc1ccco1)c1ccc(Cl)cc1,3%,-5%,8%,-37%,11µM*,1%,-40%,-7%,-18%,-7%,-8%

# Next section:
SMILES,FLuc counter,uPA surface inh,MBNL1-CUG inh,RORg inh,VP16 counter,NPC1 promoter act,BRCA1 expr act,ELG1 genotox,CXXC DNA block,p53 reactivation,Rab9 prom act
S=C(c1ccc2c(c1)OCO2)N1CCCCC1,-3%,6%,0%,u,0%,-2%,31%,0%,3%,1%,-6%
COc1ccc(N2C(=O)C(Cl)=C(N3CCOCC3)C2=O)cc1,-10%,-9%,u,-13%,-23%,4%,15%,-8%,-9%,6%,4%
C#CCN(CC=C)C(=O)c1ccc(OC2CCN(S(=O)(=O)N(C)C)CC2)cc1,u,9%,3%,33%,6%,21%,61%,-1%,0%,13%,u
Cc1ccc(S(=O)(=O)NCCC(=O)NCc2ccc(Cl)cc2)cc1C,1%,5%,x,x,x,0%,7%,-3%,x,2%,-1%
COCCn1c(SCC(=O)N2CCC(C)CC2)nc2ccccc2c1=O,0%,x,-7%,-4%,1%,-3%,1%,-1%,-11%,-5%,5%
CCNC(=O)CC1C(=O)N(CC)C(=S)N1NC(=O)c1ccc(Cl)cc1 (configuration not stated),-1%,5%,-19%,-10%,5%,-3%,0%,0%,-1%,0%,10%
c1ccc(Cn2nnnc2C(c2ccccc2)N2CCN(c3nc4ccccc4s3)CC2)cc1 (configuration not stated),8%,-2%,8%,14%,-4%,-3%,-36%,5%,14%,1%,3%
CCn1nc(C)c(/C=N/NC(=O)c2nc3nc(C)cc(C)n3n2)c1C,1%,0%,12%,4%,-1%,-5%,-6%,-2%,-5%,0%,-7%
